Compound activity deposited in PubChem BioAssay by The Scripps Research Institute Molecular Screening Center.
CHO-K1 Ca antag – nonselective inhibitor or artifact in parental CHO-K1 cells; ATP-induced calcium, Fluo-8 fluorescence; inhibition, % at 3 µM; 360,000 compounds, 0.6% hits;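 active means inhibition above a per-plate cutoff, the plate's mean sample inhibition plus 3 SD, cut at about 24% in these data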;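 further: 0% = DMSO plus EC80 ATP and 100% = DMSO alone without ATP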
M1 antag – human M1 muscarinic receptor antagonists, primary screen, CHO-K1 cells, Fluo-8 calcium fluorescence, 1536-well; Muscarinic acetylcholine receptor M1 (Homo sapiens), P11229; CHO-K1 hM1, ACh EC80 antagonist; inhibition, % at 3 µM; 360,000 compounds, 1.3% hits;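 active means percent inhibition above its own plate's cutoff, namely the mean of that plate's compound wells plus 3 SD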;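 further: peak over basal fluorescence ratio during 140 s after agonist addition; 0% = ACh EC80 plus DMSO and 100% = DMSO alone without agonist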
Target sequence (P11229 whole entry, looked up): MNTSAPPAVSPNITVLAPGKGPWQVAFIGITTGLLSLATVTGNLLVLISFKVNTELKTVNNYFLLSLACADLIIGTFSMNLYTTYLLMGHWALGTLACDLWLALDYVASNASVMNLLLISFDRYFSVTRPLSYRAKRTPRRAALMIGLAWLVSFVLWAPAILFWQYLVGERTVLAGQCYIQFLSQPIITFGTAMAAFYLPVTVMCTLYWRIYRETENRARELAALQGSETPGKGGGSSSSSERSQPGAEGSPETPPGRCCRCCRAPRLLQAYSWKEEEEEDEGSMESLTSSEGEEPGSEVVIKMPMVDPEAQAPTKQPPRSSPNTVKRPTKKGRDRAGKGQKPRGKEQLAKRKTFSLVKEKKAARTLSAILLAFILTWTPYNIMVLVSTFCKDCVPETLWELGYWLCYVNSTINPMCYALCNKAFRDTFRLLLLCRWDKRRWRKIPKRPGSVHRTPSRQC
M4 ag – human M4 muscarinic receptor agonists, primary screen, CHO-K1 cells, Fluo-8 calcium fluorescence; Muscarinic acetylcholine receptor M4 (Homo sapiens), P08173; CHO-K1 hM4/Gqi5; vehicle 0%, full acetylcholine response 100%; activation, % at 3 µM; 360,000 compounds, 0.14% hits; AID 624127, 2012;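 active means activation above the run mean over all test wells plus 3 SD, cut at about 32% in these data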;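 further: peak over basal fluorescence ratio per well then scaled between controls; 0% = DMSO wells and 100% = acetylcholine at EC100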
CHO parental Ca – ATP-evoked calcium signal inhibitors, parental CHO, primary screen, counter-screen for OX1R antagonist project, cell-based, fluorescence, Fluo-8 calcium dye. parental CHO-K1, ATP-induced calcium, Fluo-8 fluorescence. inhibition, % at 5.6 µM. 330,000 compounds, 0.63% hits. AID 463079, 2010;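 active means inhibition above that plate's mean sample inhibition plus 3 SD, cut at about 26% in these data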;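 further: 0% = ATP-challenged DMSO wells and 100% = DMSO wells without ATP; some compounds past the cut are filed as inactive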
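Test system: untransfected parental CHO cell line; also added: ATP stimulus; dosing: 5.6 µM, single dose; signal: calcium-sensitive Fluo-8 fluorescence; measure: percent inhibition of ATP-evoked calcium rise, normalized to controls; benchmarks: low control ATP plus DMSO, high control DMSO only; replication: one well per compound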
M1 ag parental – counter-screen for M1 agonists: effect in parental CHO-K1 cells; Fluo-8 calcium fluorescence; scaled to maximal ATP response, vehicle zero; activation, % at 3 µM; 360,000 compounds, 0.48% hits; AID 602248, 2012; in the data active means activation above about 15%;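 further: untransfected CHO-K1 host cells lacking M1 receptor as counterscreen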
OXTR potentiate – human OXTR potentiators, primary screen, fluorescence, CHO-OTR cells, Fluo-8 calcium; Fluo-8 calcium fluorescence, potentiator mode; 0% = oxytocin EC15, 100% = EC100; activation, % at 3 µM; 320,000 compounds, 0.061% hits; AID 2445, 2010;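 active means activation above that plate's cutoff, the mean activation of tested compounds plus 3 SD, cut at about 6.6% in these data, passing the limit was not always enough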;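 further: 100% uses oxytocin at 75 nM as the full agonist control; some results filed as inactive read as strong as hits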
Target sequence (P30559 whole entry, looked up): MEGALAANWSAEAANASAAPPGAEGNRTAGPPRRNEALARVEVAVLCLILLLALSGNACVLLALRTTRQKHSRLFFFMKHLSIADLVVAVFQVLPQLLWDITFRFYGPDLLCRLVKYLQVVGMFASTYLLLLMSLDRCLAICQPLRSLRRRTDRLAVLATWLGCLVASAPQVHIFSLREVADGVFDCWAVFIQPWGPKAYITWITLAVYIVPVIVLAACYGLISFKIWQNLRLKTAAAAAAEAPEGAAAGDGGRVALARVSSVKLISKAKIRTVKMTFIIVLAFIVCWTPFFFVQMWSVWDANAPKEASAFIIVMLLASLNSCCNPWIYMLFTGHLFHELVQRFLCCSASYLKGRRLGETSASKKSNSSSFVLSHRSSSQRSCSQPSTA
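Measured by – Fluo-8 calcium dye fluorescence · Test system – human OTR in CHO cells · Dosing – one concentration, 3.0 µM compound · Controls – EC15 oxytocin alone as 0%, 75 nM oxytocin as 100% · Evaluation – normalized max/min fluorescence ratio, % activation · Timing – 6 min pre-incubation, 100 s read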
CHRM1 agonist – human M1 muscarinic receptor agonists, primary screen, Fluo-8 calcium fluorescence, CHO-K1 cells, HTS | Muscarinic acetylcholine receptor M1 (Homo sapiens), P11229 | CHO-K1 hM1, agonist mode; 0% DMSO, 100% acetylcholine EC100 | activation, % at 3 µM | 360,000 compounds, 0.33% hits | AID 588814, 2011;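 active means activation above the run's mean compound activation plus 3 SD, cut at about 16% in these data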;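 further: peak over basal fluorescence ratio within a 140 s kinetic read after compound addition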
CHRM1 PAM – human M1 muscarinic receptor positive allosteric modulators, primary screen, CHO-K1 cells, Fluo-8 calcium fluorescence, 1536-well | Muscarinic acetylcholine receptor M1 (Homo sapiens), P11229 | CHO-K1 hM1, ACh EC20; 0% = ACh EC20, 100% = maximal ACh | activation, % at 3 µM | 360,000 compounds, 0.088% hits; in the data active means activation above about 19%, passing the limit was not always enough
M4 antag – human M4 muscarinic receptor antagonists, primary screen, CHO cells, Fluo-8 calcium fluorescence; Muscarinic acetylcholine receptor M4 (Homo sapiens), P08173; CHO-hM4 cells, ACh EC80; inhibition, % at 3 µM; 360,000 compounds, 0.73% hits; AID 624125, 2012;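 active means inhibition above its plate's cutoff, the mean inhibition of sample wells plus 3 SD, cut at about 27% in these data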;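 further: 0% = acetylcholine EC80 with DMSO and 100% = DMSO without agonist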
The depositor's hits bear a star; . = not tested or not shown.

No. | mol | CHO parental Ca | M4 antag | M1 antag | CHRM1 agonist | M1 ag parental | M4 ag | CHRM1 PAM | CHO-K1 Ca antag | OXTR potentiate
1 | N#Cc1nc(-c2ccco2)oc1N1CCc2ccccc2C1 | -14 | 4 | -14 | -6 | -0.2 | -1 | 9 | -11 | -7
2 | C=CCn1c(COc2cccc(C)c2)nnc1SCn1nnc2ccccc2c1=O | -20 | 10 | -3 | -4 | 4.6 | 8 | 3 | -14 | -15
3 | COc1ccc(Cc2noc(CN3CCCN(C4Cc5ccccc5C4)CC3)n2)cc1OC | -28 | 10 | -2 | -13 | 1.0 | 2 | -12 | -12 | 1
4 | O=C(N/N=C/c1ccc(F)cc1)c1ccc(-n2cnnn2)cc1 | . | -2 | -6 | -2 | -0.6 | 1 | 9 | 18 | .
5 | Cc1ccc(S(=O)(=O)c2nc(S(C)(=O)=O)sc2N2CCC(O)CC2)cc1 | 9 | 4 | 1 | -2 | 0.0 | 2 | 4 | 1 | -2
6 | COCCNS(=O)(=O)c1cc(OC)ccc1OC | -9 | -3 | -3 | -2 | 0.6 | 0 | 7 | -17 | -7
7 | COc1ccc(-c2nn(-c3ccccc3)cc2/C=N/NC(N)=S)cc1OC | -5 | -23 | -5 | -6 | 1.0 | 6 | -2 | -6 | -2
8 | CCN1CCN(Cc2nnc(-c3ccccc3)o2)CC1 | -9 | 10 | 2 | -8 | 0.1 | 0 | 0 | -13 | 6
9 | O=C(O)C1CSC(c2ccccc2)N1C(=O)c1ccco1 (stereo unspecified) | 6 | 2 | -38 | -1 | 0.7 | 1 | 10 | -15 | -6
10 | O=C(Nc1nnc(-c2ccc3c(c2)CCCC3)o1)c1ccccc1 | 12 | -4 | -5 | 17* | 11 | 17 | 6 | 2 | -8
11 | O=C(/C=C/c1ccccc1)NCC1(c2ccccc2)CCOCC1 | -17 | -7 | -4 | -6 | 0.4 | 0 | 3 | 5 | 0
12 | COc1ccccc1N1CCN(C(=O)c2cc3c(C)nc4ccccc4c3o2)CC1 | -12 | 8 | 12 | 3 | 12 | 19 | -12 | 1 | -12
13 | COc1ccc(/C=C2\Sc3ccc(C(=O)N4CCN(Cc5ccccc5)CC4)cc3N(C)C2=O)cc1OC | -1 | 22 | 23 | 0 | 12 | 27 | -9 | 7 | -12
14 | Cc1cc2c3ccccc3[nH]c(=O)n2n1 | . | 0 | -8 | -4 | -0.2 | 0 | 7 | -2 | .
15 | CC1CCN(C(=S)c2ccc([N+](=O)[O-])cc2)CC1 | 8 | 4 | 7 | -7 | -0.1 | -1 | 0 | 9 | -4
16 | CNC(=O)c1ccsc1NC(=O)c1ccc(S(=O)(=O)N2CCc3ccccc32)cc1 | 13 | 7 | 17 | 0 | 4.8 | 16 | -5 | 17 | -7
17 | COc1ccc2nc(SCc3cnc(C)nc3N)[nH]c2c1 | 5 | 3 | -15 | -5 | 0.9 | 2 | 9 | -21 | -4
18 | CC(=O)c1cc2c(cc1NS(=O)(=O)c1ccccc1)OCO2 | -5 | 30* | 11 | -4 | 0.4 | 2 | 2 | -11 | 4
19 | O=C1c2ccccc2C(=O)N1CCC#Cc1ccc2cc(CCCO)oc(=O)c2c1 | 3 | 0 | 7 | 0 | 11 | 14 | -5 | -17 | -11
20 | COc1ccc(NC(=O)c2cc(C3CCCCN3S(=O)(=O)Cc3ccccc3)on2)cn1 (stereo unspecified) | . | 0 | -19 | -6 | 2.5 | 5 | -3 | 0 | .
21 | Cc1ccc(S(=O)(=O)/N=C2/NC(=O)/C(=C/c3ccccc3)S2)cc1 | -20 | -5 | -4 | -7 | 1.3 | -1 | 2 | -10 | -13
22 | c1cc(-c2cn(C[C@H]3CC[C@@H]([C@@H]4CC[C@H](Cn5cc(-c6ccsc6)nn5)O4)O3)nn2)cs1 | -28 | -6 | -3 | -11 | 3.4 | 16 | 7 | -8 | -8
23 | C=CCn1c(N)c(C(=O)Nc2ccc(C)c(C)c2)c2nc3ccccc3nc21 | -16 | 0 | -5 | 0 | 0.7 | 0 | 9 | -8 | -5
24 | O=C(Nc1ncccn1)c1cccs1 | -6 | 4 | -12 | -2 | 1.7 | 0 | 3 | 5 | -7
25 | CSc1ncccc1C(=O)OCc1nc2ccsc2c(=O)[nH]1 | -2 | 6 | -9 | 0 | 0.3 | 1 | 3 | -7 | -17
26 | COc1cccc(OC)c1C(=O)Nc1ccc2c3c(cccc13)CC2 | -19 | 15 | -5 | -2 | 0.7 | 2 | 1 | -5 | -4
27 | CCOc1ccc(-c2nc(C#N)c(N3CCN(CC)CC3)o2)cc1 | -8 | 10 | -4 | -7 | 0.8 | 1 | 5 | -15 | -3
28 | COC(=O)c1ccccc1NC(=O)/C=C/C(=O)O | -7 | 6 | -10 | -4 | 0.3 | 1 | 16 | -6 | 1
29 | COc1ccc(C)cc1N(CC(=O)Nc1cccnc1)S(=O)(=O)c1ccccc1 | -25 | 4 | 17 | -5 | 5.0 | 14 | -20 | -1 | -20
30 | CC(=O)c1ccc(-c2ccc(C(=O)N3CCC(C(N)=O)CC3)o2)cc1 | -1 | -25 | -7 | -2 | 1.1 | 1 | 5 | -16 | -4
31 | CCn1cc(Cl)c(C(=O)Nc2ccc(OC)c(OC)c2)n1 | -5 | -6 | -1 | -2 | 0.5 | 2 | -5 | 11 | -2
32 | CC(CCc1ccco1)NC(=O)CCc1nnc2ccc(NCc3ccccc3Cl)nn12 (stereo unspecified) | -14 | 7 | 7 | -5 | 0.5 | 1 | -6 | -17 | -7
33 | Cc1cc(Cl)cc(C)c1OCCCCCn1ccnc1 | -17 | -17 | -19 | -5 | 1.8 | 10 | 11 | -7 | -9
34 | CCOc1ccc(NC(=O)COC(=O)CCN2C(=O)C3CC=CCC3C2=O)cc1OCC (stereo unspecified) | -21 | 8 | 2 | -2 | 0.7 | 3 | 3 | -14 | -6
35 | CCCNC(=O)C(Cc1ccccc1)NS(=O)(=O)c1ccc2c(c1)c(=O)n(C)c(=O)n2C (stereo unspecified) | -5 | -3 | -3 | -9 | -0.1 | 0 | 4 | 8 | 2
36 | CN(Cc1nc(-c2cccs2)no1)CC(O)c1ccccc1 (stereo unspecified) | -9 | 3 | -11 | -2 | 1.2 | 3 | 15 | 1 | -13
37 | O=C(CCCc1ccncc1)c1ccccc1 | . | -25 | -16 | -6 | 0.8 | 6 | 4 | -23 | .
38 | COc1ccc2c(C)cc(SCC(=O)NCCN3C(=O)CSC3=O)nc2c1 | -14 | -2 | 3 | -6 | 0.8 | 2 | 9 | -5 | 9
39 | CS(=O)(=O)N1CCN(c2ccccc2NC(=O)CSc2ccc(Cl)cc2)CC1 | -15 | 0 | 16 | -3 | 1.3 | 5 | -2 | 12 | -7
40 | CN1CCN(C2Cc3ccccc3Sc3ccc(Cl)cc32)CC1 (stereo unspecified) | -11 | 52* | 74 | -3 | 7.2 | 6 | -22 | 20 | -4
41 | CC1CCCN(C(=O)CN2C(=O)NC3(CCCCC3C)C2=O)C1 (stereo unspecified) | . | 3 | 5 | 0 | -0.1 | 1 | 4 | 5 | .
42 | CCN(CC)CC(C)(C)NS(=O)(=O)c1ccc(Cl)cc1 | -2 | -5 | -16 | -10 | 0.6 | 2 | 5 | -2 | -3
43 | Brc1ccc(CN2CCCCCC2)cc1 | -1 | 1 | -15 | -7 | 0.3 | 1 | 12 | 9 | -6
44 | CCOC(=O)C1CCN(Cc2nnc(-c3ccccc3C)o2)CC1 | -11 | -5 | -2 | -3 | 1.6 | 2 | 3 | -9 | -14
45 | CCN1CCCC1CNC(=O)c1ccc2c(c1)NC(=O)/C(=C\c1ccccc1F)S2 (stereo unspecified) | . | 1 | -2 | -7 | 8.0 | 2 | 0 | 1 | .
46 | O=C1N/C(=C/c2cccn2-c2ccc(F)cc2)C(=O)N1Cc1ccccc1F | 0 | 6 | -9 | 2 | -1.0 | 0 | 12 | 25* | -6
47 | CC(=O)c1ccc(OCc2cc(C(=O)N(C)C3CCOC3)no2)cc1 (stereo unspecified) | -9 | -12 | -2 | 3 | 0.6 | 4 | 7 | 10 | -10
48 | Cc1noc(C)c1S(=O)(=O)Nc1ccc(C(=O)NC2CCCCC2C)cc1 (stereo unspecified) | -3 | -6 | -3 | -4 | 0.2 | 0 | 7 | -4 | -2
49 | COC(=O)c1ccccc1NC(=O)c1cc2sccc2n1C | -25 | -3 | -10 | -6 | -0.1 | -1 | 7 | -4 | -5
50 | CC(CC(=O)N1CCN(c2ccc(C(F)(F)F)cn2)CC1)n1ccnc1 (stereo unspecified) | -14 | 12 | -7 | -5 | 1.8 | 5 | 8 | 4 | -2

Next compounds follow.
No. | mol | CHO parental Ca | M4 antag | M1 antag | CHRM1 agonist | M1 ag parental | M4 ag | CHRM1 PAM | CHO-K1 Ca antag | OXTR potentiate
51 | COc1ccc2c(c1)c(C(=O)N/N=C/c1ccccc1Cl)c(C)n2C | -14 | -1 | -12 | 4 | 2.2 | 1 | 8 | -1 | -6
52 | CCC(C)NC(=O)CC(NS(=O)(=O)c1ccc(Cl)cc1)c1ccco1 (stereo unspecified) | -14 | -12 | -24 | -4 | 0.4 | 1 | 7 | -9 | -12
53 | Cc1ccccc1-c1nc(C(=O)NCC2CCCO2)cc2c1[nH]c1ccccc12 (stereo unspecified) | -23 | -9 | 6 | -7 | 2.0 | 10 | -9 | 10 | -2
54 | CCOc1ccccc1NC(=O)C(CC)Sc1nc2ccncc2[nH]1 (stereo unspecified) | -20 | 8 | -13 | -5 | -0.9 | -2 | 20 | -8 | -10
55 | CC(NC(=O)c1ccccc1NC(=O)CSc1nnnn1C)c1ccccc1 (stereo unspecified) | -18 | -1 | -5 | -2 | 0.7 | 2 | 0 | -16 | -5
56 | COc1ccc(C)cc1NC(=O)C(c1ccccc1)N1CCNC(=O)C1 (stereo unspecified) | -16 | -12 | -6 | -3 | 0.1 | 2 | 3 | -19 | -18
57 | CN(C)C(=O)COc1ccc2c3c(c(=O)oc2c1)CCCC3 | -4 | 0 | -19 | -3 | 0.2 | 1 | 12 | 3 | -7
58 | COc1ccc(S(=O)(=O)N2CCC(C(=O)O)(c3ccccc3)CC2)cc1 | -4 | -5 | -1 | -3 | 0.8 | 0 | 2 | -4 | -10
59 | O=C(Nc1ccccc1)NC1CCCCNC1=O (stereo unspecified) | -13 | 4 | -18 | -1 | 0.8 | 1 | 12 | -4 | -4
